Screens from PubChem BioAssay.
Pol beta inh: inhibitors of human DNA polymerase beta | Pol beta primer extension/strand displacement, fluorescence kinetic | Potency, µM (highest dose often 114 µM), inactives show at the highest dose activity change, negative = inhibition, usual class: inhibitors | hit rate 1.3% among 340,000; also: potency is read from the fitted curve at half-maximal effect; % is scaled to controls: 0 for no effect and ±100 for the full control effect
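Values derive from four-parameter Hill fits of normalized kinetic data: reads at 0 and 10 min following addition of 50 nM substrate to 10 nM Pol beta preincubated 15 min with compound.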
Pol iota inh: blocks human DNA polymerase iota activity. hit rate 1% among 390,000. Q9UNA4. Potency, µM (doses to about 115 µM), for the others: top-dose activity, negative = inhibition, usual class: inhibitors. Pol iota fluorescent replication assay, 10 min; also: potency is read from the fitted curve at half-maximal effect
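Pol iota at 10 nM preincubated 15 min with compounds at room temperature; reaction started with fluorescent substrate, 50 nM final. Fluorescence read kinetically at 0 and 10 min; buffer-only wells as negative control.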
BLM inh: Bloom syndrome helicase (human) inhibition | AID 2528 | recombinant BLM DNA unwinding, fluorescence dequenching | P54132 | hit rate 0.2% among 350,000 | Potency, µM (highest dose often 56.1 µM), for the others: top-dose activity change, negative = inhibition, hits mostly inhibitors;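 also: potency is read from the fitted curve at half-maximal effect; plate controls were vehicle for no effect and no enzyme for full effect; nearly all actives have a fitted effect of over 35% in size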
APE1 inh: blocks human APE1 abasic DNA cleavage | recombinant APE1, TAMRA/BHQ-2 abasic DNA cleavage fluorescence | hit rate 0.35% among 350,000 | Potency, µM (top dose mostly 65.8 µM), without a hit: at the highest dose activity change, negative = inhibition, hits mostly inhibitors;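 also: potency is read from the fitted curve at half-maximal effect; plate controls were vehicle for no effect and reference inhibitor for full effect; nearly all actives have a fitted effect of over 55% in size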
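0.75 nM APE1 + cpd, 15 min RT; start w/ 50 nM TAMRA/BHQ-2 THF-abasic dsDNA; kinetic fluor 525/598 nm ×3 reads @60 s; Δ(read3−read1); normalized to DMSO and NSC13755 control wells.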
Pol eta inh: DNA polymerase eta (human) inhibition; Q9Y253; recombinant Pol eta, fluorescent DNA replication assay; Potency, µM (series often up to 114 µM), without a hit: at the top dose activity change, negative = inhibition, hits mostly inhibitors; hit rate 1.2% among 390,000; also: potency is read from the fitted curve at half-maximal effect; % is scaled to controls: 0 for no effect and ±100 for the full control effect
Target sequence (Q9Y253 whole entry, looked up): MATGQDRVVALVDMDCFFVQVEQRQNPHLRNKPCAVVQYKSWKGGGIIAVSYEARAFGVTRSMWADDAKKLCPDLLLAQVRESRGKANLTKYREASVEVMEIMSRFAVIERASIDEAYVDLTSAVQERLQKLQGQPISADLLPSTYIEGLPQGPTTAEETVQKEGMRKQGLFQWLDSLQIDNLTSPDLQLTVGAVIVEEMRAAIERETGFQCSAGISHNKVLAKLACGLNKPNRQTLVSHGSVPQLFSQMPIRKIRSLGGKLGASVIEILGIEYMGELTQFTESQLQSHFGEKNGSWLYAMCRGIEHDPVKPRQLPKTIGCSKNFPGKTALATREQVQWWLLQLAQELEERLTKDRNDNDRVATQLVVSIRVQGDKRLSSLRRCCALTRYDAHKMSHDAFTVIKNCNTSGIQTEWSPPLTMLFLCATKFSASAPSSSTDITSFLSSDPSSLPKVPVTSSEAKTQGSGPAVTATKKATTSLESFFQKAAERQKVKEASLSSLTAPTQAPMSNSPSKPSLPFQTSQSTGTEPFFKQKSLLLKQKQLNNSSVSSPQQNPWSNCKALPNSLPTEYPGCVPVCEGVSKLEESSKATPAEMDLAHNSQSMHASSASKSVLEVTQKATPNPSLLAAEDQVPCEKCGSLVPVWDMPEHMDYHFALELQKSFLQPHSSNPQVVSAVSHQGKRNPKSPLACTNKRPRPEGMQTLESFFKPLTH
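Pol eta (10 nM) was preincubated with compounds for 15 min at room temperature, after which fluorescent replication substrate (50 nM final) was added to start the reaction. Fluorescence was read kinetically at 0 and 10 min.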
Anesthetic bind: binds horse apoferritin like a general anesthetic. Potency, µM (top dose mostly 77.5 µM), without a hit: at the highest dose activity change, negative = displacement, hits mostly inhibitors. AID 485281. hit rate 0.074% among 350,000. apoferritin/1-aminoanthracene competitive binding, fluorescence. P02791; also: potency is read from the fitted curve at half-maximal effect; % is scaled to controls: 0 for no effect and ±100 for the full control effect; nearly all actives have a fitted effect of over 20% in size
Target sequence (P02791 2-175 limits assumed): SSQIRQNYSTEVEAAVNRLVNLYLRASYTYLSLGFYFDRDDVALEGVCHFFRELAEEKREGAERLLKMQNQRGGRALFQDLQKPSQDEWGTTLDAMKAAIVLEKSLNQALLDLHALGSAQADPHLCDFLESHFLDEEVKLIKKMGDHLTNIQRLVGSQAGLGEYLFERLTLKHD
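10 uM apoferritin + 50% sat. 1-AMA, PBS; cpd 10 min RT; Ex380/Em535 endpoint; normalized to free probe vs complex; 4-param Hill fit; propofol titration as pos. ctrl.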
Pol kappa inh: blocks human DNA polymerase kappa activity | Potency, µM (titrated, usually from 107 µM), inactives show at the highest dose activity, negative = inhibition, hits mostly inhibitors | hit rate 0.53% among 400,000 | Q9UBT6 | AID 588579 | purified Pol kappa, fluorescent DNA synthesis assay, 10 min; also: potency is read from the fitted curve at half-maximal effect; % is scaled to controls: 0 for no effect and ±100 for the full control effect
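50 nM final substrate added after 15 min RT preincubation of 10 nM Pol kappa with compound; fluorescence read at 0 and 10 min.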
Glioma ERSR ind: induces the endoplasmic reticulum stress response in human glioma cells | Potency, µM, inactives show at the top dose activation, usual class: activators | U87-MG GRP78 promoter luciferase reporter, 16 h | AID 602332 | hit rate 0.02% among 420,000; also: potency is read from the fitted curve at half-maximal effect; series mostly up to about 76 µM; % of control where 0% means no effect; nearly all actives have a fitted effect of over 35% in size
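Stably transfected U87-MG human glioma cells carrying a GRP78-based luminescent sensor were seeded at 1000 cells/well, pin-dosed with compounds and incubated 16 h. Luciferase reagent was then added, and end-point luminescence was read after 10 min at room temperature.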
LDHA inh: blocks human lactate dehydrogenase A. P00338. purified LDHA, NADH/diaphorase-resazurin fluorescence; stronger effect = lower value. activity change, % (values are at about 110 or 230 µM). hit rate 0.15% among 480,000. AID 1347041; in the data active = activity change below about -30%; inconclusive = mostly about -25% to -30%;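 also: plate controls were DMSO wells for no effect and wells without enzyme for full effect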
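Human LDH5 (2 nM) was incubated with 0.06 mM NADH and 0.2 mM pyruvate for 5 min at room temperature in Tris pH 7.4. Remaining NADH was coupled through diaphorase/resazurin, and resorufin fluorescence was read at 0 and 20 min.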
* marks the source's active call; other numbers are inactive results; ? = inconclusive; · = not tested or not shown; & = joins results of further samples; [ ] = dose if it differs, or a comment. Unless noted, calls follow the shape of the dose curve; as a rule, active = well fitted curve in the direction sought with a large enough effect; inconclusive = small, poorly fitted or top-dose-only effect, or another doubt; inactive = no such curve, though single readings can be large; an effect the other way counts as inactive or inconclusive.

Below each compound: LDHA inh | APE1 inh | BLM inh | Pol kappa inh | Glioma ERSR ind | Anesthetic bind | Pol eta inh | Pol beta inh | Pol iota inh
[1] O=Nc1c(-c2ccccc2)cc2ccccn12
  3 | 3% | -7% | 13% | 2% | -19% | -6% | -29% | 7%
[2] Cc1ccc(C)c(S(=O)(=O)N2CCN(C(=O)CCC(=O)c3cc(C)sc3C)CC2)c1
  -2 | -8% | · | -5% | -5% | · | ? | · | 12%
[3] Cc1cccc(C(=O)NC(=S)Nc2ccc(S(=O)(=O)N3CCCCC3)cc2)c1
  -4 | -4% | -6% | -1% | -6% | ? | -25% | 3% | 8%
[4] COc1ccc2oc(=O)c(C(=O)NCc3ccc(C)cc3)cc2c1
  -1&1 | 9% | -3% | 12% | -2% | 28% | -7% | 2% | 15%
[5] COc1cc(OC)cc(C(=O)OCC(=O)NC(C)CCc2ccccc2)c1 (stereo unspecified)
  -1 | -26% | 2% | 2% | -5% | -11% | -22% | 37% | 85%[activator]
[6] NC(=O)N[C@H]1NC(=O)NC1=O
  · | · | -4%[21.4 µM] | -11%[12 µM] | -4% | 10%[29.3 µM] | · | · | ·
[7] CCO[C@H]1OC(C(=O)N2CCOCC2)=C[C@@H](C)[C@@H]1CCCO
  -4 | -8% | -6% | -14% | -6% | 3% | -5% | 0% | -20%
[8] COc1ccc(C2CC(c3ccccc3)=NN2C(=O)COC(=O)CNC(=O)c2ccccc2)cc1 (stereo unspecified)
  -4 | 12% | -4% | -11%[60.1 µM] | 5% | 6% | -6% | 12% | -5%
[9] O=C(Nc1cccc(C(=O)N2CCCC2)c1)c1ccccc1
  -10 | 0% | -2% | -1% | 1% | 2% | -12% | 7% | -6%
[10] COc1ccc(CNC(=O)CN(CCC(C)C)S(=O)(=O)c2ccc3c(c2)OCCO3)cc1
  -3 | 22% | -17% | -14% | -1% | 3% | -13% | 19% | 5%
[11] COc1cccc(CNC(=O)Cc2ccc(NC(=O)N3CCSc4ncccc43)cc2)c1OC
  -12 | · | 3% | -1% | -2% | -9% | -2% | 47% | 5%
[12] CCCCCC(=O)NNC(=O)c1ccc(-c2ccccc2)cc1
  -10 | -3% | -7% | -29% | -2% | 8% | -4% | 40µM* | ?
[13] COCc1nnc(NC(=O)c2ccccc2Oc2ccccc2)s1
  -9 | -3% | -1% | -1% | 0% | -12% | -12% | -2% | 13%
[14] CC(c1ccccc1)N1C(=O)OC(C)(C)C1(C)O (stereo unspecified)
  1 | 20% | · | 0% | -1% | · | -3% | · | 21%
[15] Cc1nc(C(=O)NC2CC2)sc1C1(C)CC(c2cccc([N+](=O)[O-])c2)=NO1 (stereo unspecified)
  0 | 3% | -3% | 6% | -2% | -15% | -21% | 11% | 55%[activator]
[16] CC(NC(=O)COC(=O)CCc1ccccc1)c1ccccc1 (stereo unspecified)
  -2 | 17% | 2% | -4% | -3% | -11% | -17% | 9% | 132%[activator]
[17] Cc1ccc(C)c(N2CCN(S(=O)(=O)c3cc4c(cc3Cl)NC(=O)CO4)CC2)c1
  -8 | -2% | -3% | -7% | -5% | -9% | -7% | 38% | -16%
[18] Cc1ccc2c(c1)nnn2C1CCN(CC(=O)NCc2ccccc2F)CC1
  -3 | 11% | 0% | -7% | -1% | -9% | 2% | 6% | 14%
[19] O=C(O)/C=C/c1ccc(OCc2cccc(F)c2)cc1
  -10 | 6% | -7% | 0% | -9% | -3% | -18% | 25% | 115%[activator]
[20] Cc1ccc(NC(=O)c2sc3ncn(Cc4cccc(F)c4)c(=O)c3c2C)c(Br)c1
  6 | · | -1% | -9%[60.1 µM] | -5% | 1% | -23% | -2% | 0%
[21] O=C(O)CCc1ccc(-c2cccs2)n1NC(=O)c1ccc(Cl)cc1Cl
  -3 | 19% | -2% | -40% | -3% | -3% | ? | -5% | ?
[22] COc1ccc(N2CCN(C3CCCN(C(=O)CSC)C3)CC2)cc1 (stereo unspecified)
  2 | -9% | -4% | -3% | -2% | -14% | 4% | 1% | 8%
[23] CC(C)(C)c1ccc(C2C(C(=O)c3ccco3)=C(O)C(=O)N2CC2CCCO2)cc1 (stereo unspecified)
  -2 | 5%[12.4 µM] | -2% | 1% | -5% | -2% | -23% | 42% | 9%
[24] CC(CNc1ccc([N+](=O)[O-])cc1)NC(=O)c1ccccc1Br (stereo unspecified)
  -1 | -1% | -2% | -3% | -1% | -1% | -12% | 7% | 18%
[25] CCC[C@H]1COCCS(=O)(=O)N1Cc1ccccc1F
  -1 | 3% | 0% | -12% | 1% | -3% | -16% | -25% | 0%
[26] COC(=O)C1C2CC3c4[nH]c5cc(OC)ccc5c4CCN3CC2CC(OC(=O)CC(C)=O)C1OC (stereo unspecified)
  30 | · | · | -19% | -2% | · | -7% | · | ?
[27] CC1=CC(C)(C)N2C(=O)C3(C(C#N)=C(N)Oc4cc(O)ccc43)c3cccc1c32 (stereo unspecified)
  2 | ? | -11% | -12% | 2% | 4% | -7% | -18% | -2%
[28] CCC(Sc1ncccc1C(=O)Oc1ccccc1Cl)C(=O)Nc1ccccc1OC (stereo unspecified)
  -4 | · | -6% | -8%[60.1 µM] | -2% | -14% | -7% | -6% | 26%
[29] O=C(O)c1cc(-c2ccc(Cl)cc2)n(-c2ccc(F)cc2)n1
  -9 | 42%[activator] | 4% | -26% | 0% | -8% | -9% | 16% | 22%
[30] Cc1ccccc1CNC(=O)CN1C(=O)CCCc2ccccc21
  -11 | · | 1% | -18% | -1% | -4% | -15% | ? | -5%
[31] Cc1ccc(C)c(N2CCN(C(=O)Cn3ncc4ccsc4c3=O)CC2)c1
  1 | · | 1% | -11% | -4% | 16% | -12% | 5% | -2%
[32] CCOP(=O)(OCC)C(Nc1ccccn1)c1ccccc1 (stereo unspecified)
  0 | 0% | 0% | -3% | -4% | -5% | ? | -12% | 11%
[33] CCCCCCCCCCOCCC(=O)O
  · | 2%&-3% | 2% | 5%[19.4 µM] | 0% | -5% | · | · | ·
[34] c1ccc(-c2nc(N3CCOCC3)c3ccccc3n2)nc1
  2 | -6% | 0% | -1% | 2% | -13% | -6% | -21% | 40%[activator]
[35] COc1ccc(CN(C(=O)Cc2cccs2)C(C(=O)NC2CCCC2)c2ccncc2)cc1 (stereo unspecified)
  2 | 15% | -7% | -2% | -2% | -9% | -11% | 28% | 15%
[36] CCOc1ccc(C(=O)c2cn(Cc3ccccc3OC)c3ccc(F)cc3c2=O)cc1
  -2 | · | -5% | 4% | -5% | -12% | -13% | 1% | 19%
[37] CN(C)/N=C/c1cc(Cl)cc([N+](=O)[O-])c1O
  1 | 1% | -5% | -12% | -4% | -3% | -6% | 51% | 42%[activator]
[38] COc1ccccc1NS(=O)(=O)c1cc(NC(=O)C2CCCO2)ccc1C (stereo unspecified)
  -3 | 16% | · | -3% | -2% | · | -2% | · | 18%
[39] O=C(c1ccc2c(c1)CCN2S(=O)(=O)c1ccccc1)N1CCN(c2cccc(Cl)c2)CC1
  -2 | · | -5% | -1% | -1% | 40%[activator] | -10% | 0% | 24%
[40] Cc1cc(C)n2nc(C(=O)OCC(=O)N3C(C)CCCC3C)nc2n1 (stereo unspecified)
  -2 | 10% | · | -4% | -3% | · | -13% | · | 5%

In the list so far, 11 have an aryl methoxy group.
Below each compound: LDHA inh | APE1 inh | BLM inh | Pol kappa inh | Glioma ERSR ind | Anesthetic bind | Pol eta inh | Pol beta inh | Pol iota inh
[4] COc1ccc2oc(=O)c(C(=O)NCc3ccc(C)cc3)cc2c1
  -1&1 | 9% | -3% | 12% | -2% | 28% | -7% | 2% | 15%
[5] COc1cc(OC)cc(C(=O)OCC(=O)NC(C)CCc2ccccc2)c1 (stereo unspecified)
  -1 | -26% | 2% | 2% | -5% | -11% | -22% | 37% | 85%[activator]
[8] COc1ccc(C2CC(c3ccccc3)=NN2C(=O)COC(=O)CNC(=O)c2ccccc2)cc1 (stereo unspecified)
  -4 | 12% | -4% | -11%[60.1 µM] | 5% | 6% | -6% | 12% | -5%
[10] COc1ccc(CNC(=O)CN(CCC(C)C)S(=O)(=O)c2ccc3c(c2)OCCO3)cc1
  -3 | 22% | -17% | -14% | -1% | 3% | -13% | 19% | 5%
[11] COc1cccc(CNC(=O)Cc2ccc(NC(=O)N3CCSc4ncccc43)cc2)c1OC
  -12 | · | 3% | -1% | -2% | -9% | -2% | 47% | 5%
[22] COc1ccc(N2CCN(C3CCCN(C(=O)CSC)C3)CC2)cc1 (stereo unspecified)
  2 | -9% | -4% | -3% | -2% | -14% | 4% | 1% | 8%
[26] COC(=O)C1C2CC3c4[nH]c5cc(OC)ccc5c4CCN3CC2CC(OC(=O)CC(C)=O)C1OC (stereo unspecified)
  30 | · | · | -19% | -2% | · | -7% | · | ?
[28] CCC(Sc1ncccc1C(=O)Oc1ccccc1Cl)C(=O)Nc1ccccc1OC (stereo unspecified)
  -4 | · | -6% | -8%[60.1 µM] | -2% | -14% | -7% | -6% | 26%
[35] COc1ccc(CN(C(=O)Cc2cccs2)C(C(=O)NC2CCCC2)c2ccncc2)cc1 (stereo unspecified)
  2 | 15% | -7% | -2% | -2% | -9% | -11% | 28% | 15%
[36] CCOc1ccc(C(=O)c2cn(Cc3ccccc3OC)c3ccc(F)cc3c2=O)cc1
  -2 | · | -5% | 4% | -5% | -12% | -13% | 1% | 19%
[38] COc1ccccc1NS(=O)(=O)c1cc(NC(=O)C2CCCO2)ccc1C (stereo unspecified)
  -3 | 16% | · | -3% | -2% | · | -2% | · | 18%

Only part of the results is shown; the hit share may differ from the screen's.
